Compound activity deposited in PubChem BioAssay by Icahn School of Medicine at Mount Sinai.
ROC1-CUL1 inh: blocks human RBX1-Cullin-1 di-ubiquitin formation; P62877+Q13616; in vitro K48 di-Ub FRET, acceptor:donor ratio, 45 min; inhibition, % at 10 µM; actives 0.6% (n = 140,000); AID 1347404; in the data active = inhibition above about 25%
Target sequence (P62877 whole entry, looked up): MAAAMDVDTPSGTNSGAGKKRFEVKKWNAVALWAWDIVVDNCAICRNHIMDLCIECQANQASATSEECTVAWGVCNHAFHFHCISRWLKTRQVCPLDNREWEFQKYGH
Target sequence (Q13616 whole entry, looked up): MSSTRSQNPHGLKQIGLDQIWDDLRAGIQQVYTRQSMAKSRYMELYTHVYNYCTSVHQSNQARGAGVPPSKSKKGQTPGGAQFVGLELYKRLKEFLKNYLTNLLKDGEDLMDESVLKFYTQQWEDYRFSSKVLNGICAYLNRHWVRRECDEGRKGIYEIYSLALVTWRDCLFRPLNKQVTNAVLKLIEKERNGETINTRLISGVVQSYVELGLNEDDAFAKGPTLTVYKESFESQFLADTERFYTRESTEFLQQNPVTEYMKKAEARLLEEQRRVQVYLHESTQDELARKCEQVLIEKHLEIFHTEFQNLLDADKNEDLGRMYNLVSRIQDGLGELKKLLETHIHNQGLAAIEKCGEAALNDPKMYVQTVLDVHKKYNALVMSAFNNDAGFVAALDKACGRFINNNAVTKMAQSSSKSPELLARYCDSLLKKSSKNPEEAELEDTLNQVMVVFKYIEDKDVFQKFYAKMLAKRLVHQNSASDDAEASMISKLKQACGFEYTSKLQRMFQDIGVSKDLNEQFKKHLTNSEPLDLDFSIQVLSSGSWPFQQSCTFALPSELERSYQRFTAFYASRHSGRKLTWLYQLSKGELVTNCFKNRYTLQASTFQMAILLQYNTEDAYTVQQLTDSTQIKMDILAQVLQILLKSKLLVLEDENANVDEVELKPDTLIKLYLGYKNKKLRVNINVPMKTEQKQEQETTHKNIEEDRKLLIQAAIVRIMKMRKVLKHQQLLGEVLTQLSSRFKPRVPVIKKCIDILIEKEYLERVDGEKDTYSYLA
* marks the source's active call; other numbers are inactive results; & = joins results of further samples. An excerpt; the hit share may differ from the screen's.

SMILES | ROC1-CUL1 inh
Cc1ccc(Cl)cc1N1CCN(C(=O)C2CCCN(Cc3nc(-c4cccc(Cl)c4)oc3C)C2)CC1 (stereo not drawn) | 6
O=C(ON1C(=O)c2ccccc2C1=O)C1CCCCC1 | -3
CSc1ccccc1C(=O)N1CCC(C2(CCC(C)C)NC(=O)N(Cc3ccccn3)C2=O)CC1 (stereo not drawn) | 8
N#CC(C(=O)c1cccc(F)c1)c1nc2ccccc2s1 (stereo not drawn) | 1
N#Cc1c(N)nc2sc(C(N)=O)c(N)c2c1-c1cccs1 | -3
CNC(=O)C1CCN(Cc2ccccc2)CC1 | 1
O=S(=O)(Cc1ccccc1F)Nc1cccc(Br)c1 | -7
O=C1OC(c2ccc3ccccc3c2)SC1(c1ccccc1)c1ccccc1 (stereo not drawn) | -6
COc1cccc(-c2ccc3c(N)c(C(=O)Nc4cc(Cl)cc(Cl)c4)sc3n2)c1 | -9
COc1ccccc1NC(=O)CSc1nnc(CNc2ccc(F)cc2)n1CC1CCCO1 (stereo not drawn) | 2
CCCCN(CC)C(=O)C1CCC(CNS(=O)(=O)c2cccc3nsnc23)CC1 (stereo not drawn) | 0
CCC(C(=O)Nc1cc(OC)ccc1OC)n1nc(-c2ccccc2)c2c(c1=O)CCCC2 (stereo not drawn) | 4
CC(CNC(=O)C1CCN(S(=O)(=O)c2ccc3c(ccn3C)c2)CC1)c1ccccc1 (stereo not drawn) | -5
Cc1cn2c3c(=O)n(CCC(C)C)c(=O)n(C)c3nc2n1Cc1ccco1 | 9
Cc1c(C(=O)Nc2c(F)cccc2F)sc2ncn(Cc3ccccc3F)c(=O)c12 | 3
CCc1cccc(NC(=O)c2ccc(CNS(=O)(=O)c3ccc4c(c3)C(C)(C)C(=O)N4C)cc2)c1 | 5
O=C(/C=C/c1ccccc1)Nc1ncn[nH]1 | -11
O=S(=O)(c1ccccc1)N1CCC(CO)(Cc2ccccc2C(F)(F)F)CC1 | 1
O=C(Nc1ccc(Cl)cc1F)c1cccc(F)c1 | 4
CCN(C(=O)c1ccc(S(=O)(=O)N2CCOCC2)cc1)c1cccc(C)c1 | 14
COCCNS(=O)(=O)c1ccc(OC(F)(F)F)cc1 | 10
CCOC(=O)C1C(C)=NC2=C(C(=O)CC(C)(C)C2)C1c1ccc(C(C)C)cc1 (stereo not drawn) | 2
O=C1N=C(Cc2ccc(N3CCOCC3)c(F)c2)C(=O)N1Cc1ccccc1 | -2
CC(=O)c1ccc(-c2cc(F)cc3c2OC(CNC(=O)CC(C)(C)C)C3)s1 (stereo not drawn) | -3
O=C(CC1CSc2ccccc2NC1=O)NCc1ccccc1 (stereo not drawn) | 3
(list continues)
SMILES | ROC1-CUL1 inh
Cc1ccc(N2CCN(C(=O)NCc3noc4ccccc34)CC2C)cc1 (stereo not drawn) | -2
COc1cccc(C(=O)Nc2nnc(/C=C/c3ccccc3)s2)c1 | 0
COC(=O)C1C(=O)C2C(=Nc3ccccc3NC2c2c[nH]c3ccccc23)CC1C (stereo not drawn) | 7
CCCCOc1ccc(C(=O)Nc2cccc(-c3nc4ccccc4o3)c2)cc1 | 2
COC(=O)c1c(NC(=O)c2ccc(S(=O)(=O)N3CCC(C)CC3)cc2)sc2c1CCN(C)C2 | -1
c1cnc(N2CCC(C3CCN(Cc4ccoc4)C3)CC2)nc1 (stereo not drawn) | 7
COc1ccc(C2NC(=O)N=C(C)C2C(=O)Nc2cc(C)cc(C)c2)c(OC)c1 (stereo not drawn) | 7
COc1ccc(C2NC(=S)N=C(C)C2C(=O)Nc2ccccn2)cc1OC (stereo not drawn) | 6
CCNc1oc(-c2ccc(COc3ccc(Cl)cc3)o2)nc1C#N | -5
CN(C)c1ccc(/C=c2\sc3n(c2=O)CN(c2ccccc2)CN=3)cc1 | 6
COc1ccc(S(=O)(=O)Nc2cccc(-c3ccc(N4CCCCCC4)nn3)c2)cc1F | -4
O=C(NCc1ccco1)c1ccc(Cn2c(SCc3ccccc3)nc3cccnc32)cc1 | -5
CCCCn1c(=S)[nH]c2ccccc2c1=O | 9
COc1ccc(OC)c(C(=O)O)c1N | 5
COc1ccc(/C=C2\SC(=O)N(CC(=O)Nc3ccc(F)cc3)C2=O)cc1O | 0
COc1ccc(C2=C(C#N)C(=S)N=C(C3CC3)C2)cc1 | -1
CCOC(=O)c1c(NC(=O)COc2cc(Cl)ccc2Cl)sc(C)c1C | 7
CS(=O)(=O)c1ncc(CN2CCCCC2CO)n1Cc1ccccc1F (stereo not drawn) | 5
CCn1c(C)nc([N+](=O)[O-])c1Sc1ccc(Cl)cn1 | 5
CCc1ccc(-n2c(N3CCN(c4cccc(C)c4C)CC3)nc3ccccc3c2=O)cc1 | 1
O=C(Nc1ccc(N2CCN(C(=O)c3cc4ccccc4o3)CC2)cc1)c1cccnc1 | 2
C/C(=N/N1CCN(Cc2ccccc2)CC1)c1ccccc1 | 0
O=C(CSc1nnc(Cn2nnc3ccccc32)n1-c1cccc(C(F)(F)F)c1)c1ccccc1 | -3
CN(C)c1nc(Nc2ccc(OC(F)(F)Cl)cc2)nc(NC(C)(C)C)n1 | 1
Cc1sc(NS(=O)(=O)c2ccc(Br)cc2)nc1-c1ccccc1 | 4

Reformatted tab-delimited: entries from further up
SMILES	ROC1-CUL1 inh
CN(C)c1ccc(/C=c2\sc3n(c2=O)CN(c2ccccc2)CN=3)cc1	6
COc1ccc(S(=O)(=O)Nc2cccc(-c3ccc(N4CCCCCC4)nn3)c2)cc1F	-4

The list continues.
SMILES | ROC1-CUL1 inh
CCOc1cc(C2C3=C(N=C(C)C2C(=O)OC)c2ccccc2C3=O)cc(Cl)c1O (stereo not drawn) | -11&4
c1ccc2sc(N3CCOCC3)nc2c1 | 1
CCn1cc(S(=O)(=O)c2ccccc2)c(=O)c2cc(F)c(N3CCN(c4ccccc4)CC3)cc21 | 5
O=C(NNC(=O)c1cc(-c2ccc(Cl)cc2Cl)nc2ccccc12)Nc1ccccc1 | -3
Cc1cccc(N2C(=O)CSC23C(=O)N(Cc2cccc(C(F)(F)F)c2)c2ccccc23)c1 (stereo not drawn) | -1
Cc1ccc(CN2CCCC2C(=O)Nc2cccc(-n3cnnn3)c2)o1 (stereo not drawn) | 0
COc1ccccc1CNC(=O)c1c(OC)cc(=O)n2c1CCN(CC1=CC[C@H]3C[C@@H]1C3(C)C)CC2 | -5
Cc1ccc(OCc2nc(-c3ccc(C(=O)NCCc4ccc(Cl)cc4)cc3)oc2C)cc1 | 1
CC1CC(=O)c2cn3ncnc3nc2C1 (stereo not drawn) | -8
CCN1CCN(S(=O)(=O)/C=C/c2ccccc2)CC1 | -5
CCCN(CCC)S(=O)(=O)c1ccc(NC(=O)C(CC)c2ccccc2)cc1 (stereo not drawn) | -3
c1ccc2c3c(c(CN4CCCCC4)cc2c1)COC3 | -2
Cc1c(C(=O)N(C)c2ccccc2)nnn1-c1ccccc1F | 2
CCCCNC(=O)c1nnn(-c2ccc(C)cc2)c1-c1ccco1 | 1
CN1CCCCC1=NCCn1cnc2c1c(=O)n(C)c(=O)n2C | -5
CN(C(=O)C1=CC(=O)CC(C)(C)O1)C1CCCN(Cc2ccccc2F)C1 (stereo not drawn) | 6
COc1ccc(/C=N/NC(=O)c2nn(-c3ccc(Cl)cc3)c(=O)c3c(N)scc23)cc1 | -9
Cc1cc(Cl)ccc1N(C)C(=O)c1snnc1C | 0
CCc1ccc(OCC(=O)N(Cc2ccco2)Cc2ccco2)cc1 | 1
Cc1ccccc1-c1nnc(NC(=O)N2CCC(Oc3ncccn3)CC2)s1 | 4
CC1(C)CC(=O)C2=C(C1)N(c1cccc(C(F)(F)F)c1)C(=O)C2(NC(=O)c1ccccc1F)C(F)(F)F (stereo not drawn) | -6
CCOC(=O)c1cc(S(=O)(=O)NCc2ccc(F)cc2)[nH]n1 | -8
CCOC(=O)C1=C(C)N=c2s/c(=C/c3ccc(-c4cc(Cl)c([N+](=O)[O-])cc4Cl)o3)c(=O)n2C1c1ccc(F)cc1 (stereo not drawn) | -1
CCC(=O)Nc1ccc(C(=O)OCC(=O)c2ccc(OC(=O)c3ccccc3)cc2)cc1 | 0
COc1ccc(N2Cc3ccc(C(=O)N/N=C/c4ccccc4[N+](=O)[O-])cc3C2)cc1 | -3
(list continues)
SMILES | ROC1-CUL1 inh
O=C1CCSC2=NC3=C(c4ccccc4CC3)C(c3ccccc3)N12 (stereo not drawn) | 14
CCC(C(=O)Nc1cccc(Br)c1)c1ccccc1 (stereo not drawn) | 7
COc1ccccc1-c1cc2c(c(OC)c1)OCCN(Cc1cc(F)ccc1F)C2 | -3
COc1ccc(NC(=O)c2sc3nc[nH]c(=O)c3c2C)cc1 | 13
Cc1nn(C)c2c1c(-c1ccccc1)cc(=O)n2CC(=O)NC(C)(C)C | 3
CS(=O)(=O)N1CCC(C(=O)NCc2cccnc2)CC1 | -2
Cc1ccc(-c2[nH]nc3c2C(c2ccc(F)c(Br)c2)C(C#N)C(=N)O3)cc1C (stereo not drawn) | -4
Cc1ccc(-n2nc3c(=O)n(CCCC(=O)NCc4ccccc4F)nc(C)c3c2C)cc1 | -7
Cc1ccc(-c2noc(CN(C3CCCCC3)S(=O)(=O)c3ccc(C)cc3)n2)cc1 | -1
COc1ccc(N2C(=O)C(=Nc3ccc(F)cc3)C(Cl)C2=O)cc1 (stereo not drawn) | 2
CCOc1cc(C2NN=C(c3ccccc3)S2)ccc1OCc1ccccc1Cl (stereo not drawn) | 2
O=C(c1cccc(F)c1)N1CCN(S(=O)(=O)c2ccc(Cl)s2)CC1 | -2
COc1ccc(-n2c(C)nnc2SCc2nc(-c3ccc(OC)c(OC)c3)no2)cc1 | -10
CCc1ccc(NC(=O)C2CCCN2S(=O)(=O)c2cccc3nsnc23)cc1 (stereo not drawn) | -3
CN1CCN(C(=O)C(Sc2ccccc2)c2ccccc2)CC1 (stereo not drawn) | 4
Cc1nc2cc(OCc3cc(C(=O)N(C)Cc4nccn4C)no3)ccc2s1 | -5
Cc1cc2n(n1)SC(Nc1cccc3ccccc13)N2 (stereo not drawn) | 14
CCOC(=O)/C=c1\sc2n(c1=O)CCN=2 | -1
CC(C)c1ccc(OCc2ccc(C(=O)N3N=C(C(F)F)CC3(O)C(F)F)cc2)cc1 (stereo not drawn) | -3
COc1cc([N+](=O)[O-])c2[nH]c(C)c(-c3ccccc3)c2c1 | 0
Cc1cccc(C(=O)OCc2cc(=O)n3nc(C4CCCCC4)sc3n2)c1 | 2
Cn1c(=O)c2c(nc(Oc3ccc(Oc4ncc(Cl)cc4Cl)cc3)n2Cc2ccc(C#N)cc2)n(C)c1=O | -4
Cc1cccc(N2CCN(C(=O)Cn3ncc4c3-c3cc(C)ccc3OC4)CC2C)c1 (stereo not drawn) | 6
Cc1cccc(-c2noc(C3CC(=O)N(c4ccc5c(c4)OCCO5)C3)n2)c1 (stereo not drawn) | 4
O=c1cc(C2Cc3ccccc3C2)nc2nc(C3CCCCC3)[nH]n12 | 9

Reformatted in CSV form: part of the list above
SMILES,ROC1-CUL1 inh
O=C1CCSC2=NC3=C(c4ccccc4CC3)C(c3ccccc3)N12 (stereo not drawn),14
CCC(C(=O)Nc1cccc(Br)c1)c1ccccc1 (stereo not drawn),7
COc1ccccc1-c1cc2c(c(OC)c1)OCCN(Cc1cc(F)ccc1F)C2,-3
COc1ccc(NC(=O)c2sc3nc[nH]c(=O)c3c2C)cc1,13
Cc1nn(C)c2c1c(-c1ccccc1)cc(=O)n2CC(=O)NC(C)(C)C,3
CS(=O)(=O)N1CCC(C(=O)NCc2cccnc2)CC1,-2
Cc1ccc(-c2[nH]nc3c2C(c2ccc(F)c(Br)c2)C(C#N)C(=N)O3)cc1C (stereo not drawn),-4
Cc1ccc(-n2nc3c(=O)n(CCCC(=O)NCc4ccccc4F)nc(C)c3c2C)cc1,-7
Cc1ccc(-c2noc(CN(C3CCCCC3)S(=O)(=O)c3ccc(C)cc3)n2)cc1,-1
COc1ccc(N2C(=O)C(=Nc3ccc(F)cc3)C(Cl)C2=O)cc1 (stereo not drawn),2
CCOc1cc(C2NN=C(c3ccccc3)S2)ccc1OCc1ccccc1Cl (stereo not drawn),2
O=C(c1cccc(F)c1)N1CCN(S(=O)(=O)c2ccc(Cl)s2)CC1,-2
COc1ccc(-n2c(C)nnc2SCc2nc(-c3ccc(OC)c(OC)c3)no2)cc1,-10
CCc1ccc(NC(=O)C2CCCN2S(=O)(=O)c2cccc3nsnc23)cc1 (stereo not drawn),-3
CN1CCN(C(=O)C(Sc2ccccc2)c2ccccc2)CC1 (stereo not drawn),4
Cc1nc2cc(OCc3cc(C(=O)N(C)Cc4nccn4C)no3)ccc2s1,-5

New compounds follow.
SMILES | ROC1-CUL1 inh
Cc1ccc2nc(-c3ccc(NC(=O)c4ccccc4S(C)(=O)=O)cc3)sc2c1 | 2
COc1ccc(-n2nc(C(=O)NCCc3ccc(Cl)cc3)c3c4ccccc4n(C)c3c2=O)cc1 | -2
COc1ccc(CCNC(=O)c2cc3cccc4c3n2CC(C)S4)c(OC)c1OC (stereo not drawn) | -6
Cc1ccc(O)c(NC(=O)c2ccc(Br)c(S(=O)(=O)N3CCCCC3)c2)c1 | 15
N#CC1=C2C(C=NC1=O)CCN2Cc1ccccc1 (stereo not drawn) | 7
Cc1ccc2c(c1)C(c1ccc(F)cc1)N(C(=O)c1ccc(S(=O)(=O)N3CCCCC3)cc1)CC(=O)N2 (stereo not drawn) | -2
CCOc1ccc(-n2c(SCC(=O)N3CCCC3)nc3c([nH]c4ccccc43)c2=O)cc1 | -4
O=S1(=O)c2cccc3cccc(c23)N1Cc1ccccn1 | -2
COc1cc(OC)c(C2SCCS2)c(OC)c1 | 7
COc1ccc(Cl)cc1NC(=O)C1CC(=O)NC(N2CCCCC2)=N1 (stereo not drawn) | 3
CCc1cccc(NS(=O)(=O)c2c(C)nc3sc(CC)nn3c2=O)c1 | 5
CCN1CCN(CC(=O)N2CCCC(Nc3ccc(C(C)C)cc3)C2)CC1 (stereo not drawn) | -1
O=C(COc1ccc(-c2ccccc2)cc1)NCC1CCCO1 (stereo not drawn) | 9
CCOc1ccc(-c2nc(CSCC(=O)NCCc3ccc(OCC)c(OCC)c3)c(C)o2)cc1 | 1
CCCNC(=O)c1cc(I)ccc1NC(=O)c1cccnc1 | 8
CCOc1ccc(/C=C2\SC(=S)N(c3cccc(C(F)(F)F)c3)C2=O)cc1OC | 6
CCOc1cc(-n2ncc(C(=O)OC)c2C)nc(-c2ccccc2)n1 | -2
